# TIM10 inh = growth inhibitors of isogenic TIM10 control yeast, primary screen, counter-screen for tim10-1 yeast inhibitor project, luminescence, uHTS; hit rate 1.4% among 330,000; S. cerevisiae TIM10 strain growth, BacTiter-Glo luminescence, 24 h; inhibition, % at 10 µM; AID 463195, 2010;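 active means inhibition of 40% or more at the single tested concentration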;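 further: wild-type TIM10 isogenic control strain grown at permissive 25 °C; 0% = DMSO yeast wells and 100% = minimal medium wells without yeast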
# CHOP UPR activ = activators of apoptotic CHOP UPR arm, primary screen, cell-based, CHO-CHOP luciferase reporter, luminescence, uHTS | UPR activation; percent of tunicamycin response over DMSO baseline | activation, % at 10 µM | hit rate 0.34% among 330,000;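 active means at 10 µM dose, activation of 40% or more, normalized to positive control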;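 further: 100% = tunicamycin at 10 µg/mL and 0% = DMSO alone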
#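 Test system: CHO-CHOP cells, stable luciferase reporter of PERK-eIF2a-CHOP signalling | Quantity: 500 CHO-CHOP cells per well | Buffer or medium: F12 plus 10% serum | Compound dosing: 10 µM single point, 0.5% DMSO | Schedule: 6 h compound treatment, 37 °C | Signal: Luciferase luminescence | Control set: Tunicamycin high control, DMSO low control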
# tim10-1 inh = growth inhibitors of tim10-1 mutant yeast, primary screen, luminescence, uHTS; S. cerevisiae tim10-1 ts strain growth, BacTiter-Glo, 24 h; hit rate 2.2% among 330,000; inhibition, % at 20 µM; AID 463190, 2010;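 active means inhibition of at least 40%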;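 further: mutant grown at 25 °C; 0% = DMSO wells with yeast and 100% = wells holding no yeast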
# APJ agonist = agonists of human apelin receptor APJ, primary screen, CHO-K1 cells, PathHunter beta-arrestin, luminescence. hit rate 0.11% among 330,000. activation, % at 20 µM. P35414. 0% DMSO wells, 100% apelin. AID 2520, 2010;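 active means activation more than six SD over the plate average, tested at 20 µM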;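 further: 0% = DMSO alone and 100% = apelin-13 at 10 nM; some results filed as inactive read as strong as hits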
# Target sequence (P35414 whole entry, looked up): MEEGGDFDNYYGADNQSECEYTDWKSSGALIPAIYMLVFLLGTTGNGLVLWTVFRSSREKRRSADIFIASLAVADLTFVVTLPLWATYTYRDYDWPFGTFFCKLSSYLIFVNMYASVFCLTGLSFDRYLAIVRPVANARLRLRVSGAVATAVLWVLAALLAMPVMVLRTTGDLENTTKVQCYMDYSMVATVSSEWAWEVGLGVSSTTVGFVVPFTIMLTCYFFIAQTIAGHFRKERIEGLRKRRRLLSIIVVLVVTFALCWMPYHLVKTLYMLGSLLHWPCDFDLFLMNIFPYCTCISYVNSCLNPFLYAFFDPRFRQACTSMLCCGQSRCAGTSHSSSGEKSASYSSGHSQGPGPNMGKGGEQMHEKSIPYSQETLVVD
#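 Material: CHO-K1 APJ beta-arrestin complementation cell line; Input: cell density 1000 per well; Incubation: compound stimulation 90 min at 25 °C, detection 60 min; Signal: luminescence from split beta-galactosidase complementation, Galacton Star/Emerald II substrate; Controls: DMSO-only wells as negative, 10 nM Apelin-13 as positive control.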
# CXCR6 block = CXCR6 receptor inhibitors, primary screen, cell-based, beta-arrestin, luminescence, CHO-K1 PathHunter, 1536-well. C-X-C chemokine receptor type 6 (Homo sapiens), O00574. hit rate 0.36% among 360,000. inhibition, % at 20 µM. AID 602244, 2012; in the data active means inhibition above about 34%, passing the limit was not always enough;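 further: antagonist mode with CXCL16 agonist at 10 nM final; 0% = 10 nM CXCL16 with DMSO and 100% = unstimulated wells without agonist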
# Target sequence (O00574 whole entry, looked up): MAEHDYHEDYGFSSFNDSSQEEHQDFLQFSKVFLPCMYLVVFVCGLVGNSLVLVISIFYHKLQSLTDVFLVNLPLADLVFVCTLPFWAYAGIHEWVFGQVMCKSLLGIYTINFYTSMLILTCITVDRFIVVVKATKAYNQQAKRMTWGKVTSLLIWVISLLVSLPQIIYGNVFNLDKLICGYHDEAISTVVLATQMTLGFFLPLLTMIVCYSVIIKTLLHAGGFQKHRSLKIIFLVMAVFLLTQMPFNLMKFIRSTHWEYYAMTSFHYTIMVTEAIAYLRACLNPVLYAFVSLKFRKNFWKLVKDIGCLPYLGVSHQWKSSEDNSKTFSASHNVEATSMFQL
# XBP1 UPR activ = activators of adaptive XBP1 UPR arm, primary screen, cell-based, CHO-XBP1 luciferase reporter, luminescence, uHTS; AID 463104, 2010; activation, % at 20 µM; IRE1-XBP1 UPR activation; percent of tunicamycin response, DMSO as zero; hit rate 0.33% among 330,000;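 active means versus positive control, 20 µM dose yields 30% or more activation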;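 further: 100% = tunicamycin at 10 µg/mL and 0% = DMSO only wells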
#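 Assay system: IRE1-XBP1 luciferase reporter CHO line. Input: 1000 cells/well. Buffer or medium: F12 with 10% serum. Doses: 20 µM, 1% DMSO. Times: overnight seeding at 37 °C, 6 h compound treatment at 37 °C. Technique: Steady-Glo luciferase glow luminescence, 10 min after reagent addition.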
# APJ antag = antagonists of human apelin receptor APJ, primary screen, CHO-K1 cells, beta-arrestin complementation, luminescence. P35414. AID 2521, 2010. inhibition, % at 20 µM. hit rate 0.32% among 330,000;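 active means inhibition above about 40% at 20 µM, limit read from the data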;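 further: cells challenged with 10 nM apelin-13 agonist together with compound; plate controls were apelin-13 plus DMSO wells for no effect and DMSO wells lacking apelin-13 for full effect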
# tim23-1 inh = growth inhibitors of tim23-1 mutant yeast, primary screen, luminescence, uHTS; S. cerevisiae tim23-1 growth, BacTiter-Glo luminescence, 24 h; inhibition, % at 20 µM; hit rate 1.3% among 330,000; AID 463212, 2010;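 active means growth inhibition of the mutant yeast at or above 50%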;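 further: temperature-sensitive mutant grown at 25 °C; plate controls were DMSO-treated mutant yeast for no effect and medium wells lacking yeast for full effect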
# Mdm2 MdmX PPI = inhibitors of human Mdm2-MdmX association, primary screen, cell-based, luminescence, split luciferase, SaOS-2, uHTS. Protein Mdm4 (Homo sapiens) + E3 ubiquitin-protein ligase Mdm2 (Homo sapiens), …. SaOS-2 split-luciferase Mdm2/MdmX complementation. inhibition, % at 8 µM. hit rate 3% among 330,000;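 active means inhibition of at least 50% at 8 µM in the primary screen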
# The depositor's hits bear a star; . = not tested or not shown. Only part of the results is shown (hit frequency here may not be typical).
SMILES,TIM10 inh,CHOP UPR activ,tim10-1 inh,APJ agonist,CXCR6 block,XBP1 UPR activ,APJ antag,tim23-1 inh,Mdm2 MdmX PPI
CCS(=O)(=O)N1Cc2ccccc2CC1C(=O)Nc1ccc(OC)c(OC)c1 (configuration not stated),14,0.8,-12,-1,-7,-8,12,8,11
Cc1cc(=O)oc2cc(OCC(=O)OCC(=O)NCc3ccc4c(c3)OCO4)ccc12,-11,-0.6,11,-6,-6,-3,10,8,-20
O=C(Nc1ccc(N2CCOCC2)c(Cl)c1)c1ncn[nH]1,-6,2.2,-17,-3,11,11,1,-9,24
Cn1nnnc1SCC(=O)NC(=O)c1cccc([N+](=O)[O-])c1,-5,-0.8,15,-1,2,2,8,3,-4
CCCCC(CC)CNC(=O)CCCCn1c(=O)[nH]c2ccsc2c1=O (configuration not stated),-15,0.3,8,1,6,2,-22,-5,-30
COc1ccccc1NC(=O)COC(=O)c1cnc(C)cn1,-7,-1.2,-3,-4,9,-3,-6,-10,11
Cc1[nH]c2ccccc2c1/C=N/Nc1nc2ccccc2[nH]1,-29,87*,6,10,-11,5,-30,9,62*
Cc1ccc(-c2nc(N)sc2CC(=O)OCC(=O)NCCC(C)C)cc1,3,-2.0,7,-2,1,1,-15,17,12
C=CCSc1nnc(Cc2cc(=O)[nH]c(=O)[nH]2)n1-c1cc(C)ccc1C,-2,0.8,0,-1,-2,2,-8,2,-7
CCc1cc(C(=O)Nc2ccc(C)cc2Br)cs1,12,3.2,17,-7,0,-1,15,20,-121
O=C1CCN(CCc2ccccc2)CCN1[C@H](COc1ccccc1)c1ccccc1,5,2.0,11,4,9,-2,-8,26,-16
Cc1cccc(OCC(=O)Nc2ccc(C(=O)c3ccc(C(=O)O)cc3)cc2)c1,15,-0.8,-2,-1,-2,0,-2,0,6
CCc1ccccc1NC(=O)CN(C)C(=O)COC(=O)c1ccco1,4,0.1,-11,0,5,-2,1,-2,6
CC(C)(C)NC(=O)CSc1nncn1NCc1c(Cl)cccc1Cl,3,0.1,13,-1,0,4,17,16,-2
Nc1cccc(O)c1,9,2.1,-12,-1,2,-1,-16,-24,16
Cc1ccc(NC(=O)Cc2ccccc2)cc1S(=O)(=O)N1CCOCC1,0,0.8,8,1,3,-2,1,8,-18
CCC(=O)c1c[nH]c(C(=O)NCc2ccccc2OC)c1,-6,0.6,1,-1,-8,-5,10,3,-6
O=c1c2c(nc3nc(NCc4cccc5ccccc45)[nH]n13)CCC2,2,0.2,-1,11,4,-2,-5,8,3
COCc1nc(-c2ccc(-c3ccc(C)cc3)nc2OC)no1,1,3.0,30,-1,4,4,16,30,-46
Cc1nc2ccccc2cc1C(=O)NCc1ccco1,5,9.9,4,-2,2,0,17,13,16

# Shown with two lines to a compound: 4 of the compounds above.
# Each structure is followed by: TIM10 inh	CHOP UPR activ	tim10-1 inh	APJ agonist	CXCR6 block	XBP1 UPR activ	APJ antag	tim23-1 inh	Mdm2 MdmX PPI
Cn1nnnc1SCC(=O)NC(=O)c1cccc([N+](=O)[O-])c1
  -5	-0.8	15	-1	2	2	8	3	-4
CCCCC(CC)CNC(=O)CCCCn1c(=O)[nH]c2ccsc2c1=O (configuration not stated)
  -15	0.3	8	1	6	2	-22	-5	-30
COc1ccccc1NC(=O)COC(=O)c1cnc(C)cn1
  -7	-1.2	-3	-4	9	-3	-6	-10	11
Cc1[nH]c2ccccc2c1/C=N/Nc1nc2ccccc2[nH]1
  -29	87*	6	10	-11	5	-30	9	62*

# Next part:
SMILES,TIM10 inh,CHOP UPR activ,tim10-1 inh,APJ agonist,CXCR6 block,XBP1 UPR activ,APJ antag,tim23-1 inh,Mdm2 MdmX PPI
Cc1ccc(-n2c(SCC(=O)Nc3ccc(C(=O)O)cc3)nnc2-c2ccncc2)cc1,5,0.9,9,-3,-1,-1,12,5,17
CCCc1nc2scc(-c3ccc(C)cc3)c2c(=O)n1N,18,0.3,4,0,4,0,0,14,9
CC(C)(C)C1CCC(OC(=O)CCC(=O)Nc2ccccc2)CC1 (configuration not stated),30,1.8,30,0,1,0,-19,24,0
O=C(Cn1cnc2c(nnn2Cc2ccc(F)cc2)c1=O)OCc1ccccc1,21,-1.1,24,-6,2,-2,-14,14,-3
COC(=O)c1ccccc1S(=O)(=O)N(Cc1cc2cc3c(cc2[nH]c1=O)OCO3)C1CCCCC1,13,2.1,9,-2,.,4,1,-16,34
Cc1ccc(NC(=O)c2nc[nH]c2C(=O)NCC(=O)OC(C)(C)C)cc1,9,0.7,11,6,-1,-2,8,14,1
O=C(c1cc2cc(F)ccc2[nH]1)N1CCN(c2cccc(Cl)c2)CC1,15,-1.0,10,-3,-3,-1,20,12,39
Cc1cccc(NC(=S)NCc2ccc3c(c2)OCO3)c1,14,-3.4,23,1,-2,-1,-9,36,10
CCn1c(=O)c([N+](=O)[O-])c(Cl)c2ccccc21,78*,-9.5,33,-8,102*,-6,94*,37,99*
CC1(C)Cc2c(c(-c3ccco3)nc3sc4c(NCCCO)ncnc4c23)CO1,16,-1.7,16,-2,8,21,10,26,21
CN(C)CC(CCCCC(CN(C)C)C(=O)c1ccccc1)C(=O)c1ccccc1 (configuration not stated),17,0.1,29,1,2,-1,-29,41,56*
O=C(CN1CCN(C(=O)c2cncn2-c2ccc(F)cc2)CC1)Nc1ccccc1C(F)(F)F,7,-1.4,19,-2,6,2,-6,23,-17
COc1ccc(Nc2nc(C)cc(=O)[nH]2)cc1,-1,1.8,-2,7,-6,-1,5,16,-6
CCOc1ccc(/C=C/C(=O)OCC(=O)c2ccccc2OC)cc1OC,3,0.4,5,5,4,1,-4,-5,11
CC(C(=O)NCCCc1ccccc1)c1ccc([N+](=O)[O-])cc1 (configuration not stated),21,0.6,15,-3,2,0,-2,16,9
Cn1c(CCNS(=O)(=O)c2ccccc2)nnc1SCc1cccnc1,-10,0.0,13,-3,-11,-3,-13,6,-5
Cc1cc(C2C(C#N)=C(N)OC3=C2C(=O)CC(C)(C)C3)c(C)s1 (configuration not stated),20,-6.9,25,-3,5,-4,-1,21,14
CSc1ccc(/C=C/C(=O)Nc2ccccc2)cc1,39,-3.2,4,0,-3,-4,7,34,-74
CCc1ccc(OCC(=O)N/N=C(\C)c2ccc(O)cc2O)cc1,23,0.3,0,2,-10,0,-2,43,0
CC(C)CC1NC(=O)c2cc(Cl)ccc2-n2c1nc1ccccc1c2=O (configuration not stated),4,0.6,13,-1,.,-2,0,18,15
COC(=O)c1cc(S(=O)(=O)N2CCCC(C)C2)c[nH]1 (configuration not stated),-8,0.4,12,-2,3,0,9,17,0
COc1ccc(CN2CCNC(=O)C2CC(=O)NCC2CCOCC2)cc1C (configuration not stated),14,-0.3,12,3,3,-3,13,8,-11
CCSc1nc2sc3c(c2c(=O)n1-c1ccccc1C)CCN(C)C3,-3,1.8,-17,0,6,-4,8,5,19
O=C(Nc1ccc2c(c1)OCO2)C1CCN(S(=O)(=O)c2ccc3c(c2)OCCO3)CC1,11,-0.2,16,1,-3,0,-11,12,-26
CCOc1cc(CNCCO)cc(Br)c1OCc1cccs1,11,-2.9,6,1,6,-1,-5,4,27
Cc1ccc(-n2c(COc3ccccc3)n[nH]c2=S)cc1,3,-0.4,32,-3,-5,-1,11,14,7
CC(CN1CCN(C)CC1)OC(=O)c1cccc(F)c1 (configuration not stated),-9,-0.9,-10,0,-8,0,19,-8,17
CCS(=O)(=O)Nc1ccc(C(=O)NCCSc2ccccc2)cc1,1,4.5,-6,1,3,0,5,-2,-8
CCN(Cc1ccncc1)C(=S)Nc1c(C)cccc1C,2,-0.1,9,0,-13,-1,-6,4,10
Cc1ccc(N2C(=O)[C@@H]3C(c4cccnc4)=NO[C@@H]3C2=O)cc1,5,0.2,-4,3,7,-2,6,8,-13
CC1CCCC(NC(=O)c2ccc3snnc3c2)C1C (configuration not stated),-30,2.4,8,-3,0,-1,-14,4,21
Cc1cccc(NC(=O)CCNS(=O)(=O)c2ccc(Cl)cc2)c1,-20,-1.1,11,-2,0,0,-16,1,13
COc1ccc(C(=O)COC(=O)C(CCCCN2C(=O)C3C4C=CC(C4)C3C2=O)N2C(=O)C3C4C=CC(C4)C3C2=O)cc1 (configuration not stated),9,1.7,14,-1,4,0,-10,7,11
O=C(NN=C(Cc1ccccc1)Cc1ccccc1)c1ccccc1F,12,0.6,24,-2,8,0,-11,8,1
Cc1ccc(-n2c(SCC(=O)N(C)C3CCS(=O)(=O)C3)nc3ccccc3c2=O)cc1 (configuration not stated),16,1.0,6,-4,11,-1,24,-2,17
CCCCNC(=O)c1onc(CSc2ccc(C)c(C)c2)c1C(=O)O,12,-1.0,7,5,7,-1,-4,17,-28
CCOc1ccc(S(=O)(=O)N2CCN(CC(O)COc3cccc([N+](=O)[O-])c3)CC2)cc1 (configuration not stated),28,-0.2,44*,-2,3,-6,-4,19,13
NC(=O)c1ccc(Oc2ccc(Cl)c3ccccc23)c([N+](=O)[O-])c1,6,1.2,3,-1,-8,-2,-7,14,4
CCOC(=O)/C(=N\Nc1ccccc1)P(=O)(c1ccccc1)c1ccccc1,19,1.8,12,-5,0,-2,17,14,18
COc1ccc(-c2coc3cc(OC)cc(OC)c3c2=O)cc1,9,7.9,23,-4,3,9,0,31,-30
Cc1cc(C)cc(N(C(=O)c2ccc3c(c2)OCO3)C2C=CS(=O)(=O)C2)c1 (configuration not stated),-7,0.1,-12,-8,11,-1,17,2,25
CCCCNC(=O)N1CCN(c2ncccn2)CC1,2,2.0,-1,1,-18,-4,-17,10,-5
CCOc1ccc(C(=O)CCC(=O)Nc2cccc(S(=O)(=O)N3CCCCC3)c2)cc1,8,0.5,12,-3,2,0,-4,11,24
CCCCCCC1CCC(C(=O)N2CCOCC2)CC1 (configuration not stated),9,0.4,17,-1,-3,-2,-30,25,-14
CCNc1nc2nc3ccc(C)cn3c(=O)c2cc1C(=O)NCC1CCCO1 (configuration not stated),4,-1.2,-1,-4,-7,6,7,7,2
COCc1nnc(NC(=O)c2cc(OC)c(OC)cc2[N+](=O)[O-])s1,-9,-1.6,2,-2,-6,-3,-3,8,-6
COc1ccc(NC(=O)CN(C)C(=O)CNC(=O)c2sc3ccccc3c2Cl)cc1,-10,3.5,-13,-5,-3,0,-4,0,-88

# High-throughput results: PubChem BioAssay, Sanford-Burnham Center for Chemical Genomics
